Pf apPOL block – Pf-apPOL DNA polymerase inhibition | Recombinant Pf-apPOL, molecular beacon fluorescence, 1.5 h | inhibition, % at 10 µM | hit rate 0.25% among 210,000
mHTT-CaM PPI inh – disrupts binding of mutant huntingtin to calmodulin; AlphaScreen His-mHTT/GST-CaM binding, luminescence; inhibition, % at 15 µM; hit rate 3.6% among 190,000;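 note: 0% = both proteins with DMSO and 100% = one protein alone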
Active calls of the source: *; / = not tested or not shown; & = joins results of further samples. Cut-off read from the data, not from the text of the source: active = inhibition above about 50%; inactive = the rest.

SMILES | Pf apPOL block | mHTT-CaM PPI inh
CCn1c(C2CCN(S(=O)(=O)c3ccc(C(C)(C)C)cc3)C2)nc2cccnc21 (stereo not given) | -5 | 7
COCCCN1COc2ccc3cc(-c4cc(OC)ccc4OC)c(=O)oc3c2C1 | -5 | -9
CCC(C)CNCC(=O)N1CCc2sccc2C1COc1cccc(C)c1 (stereo not given) | 5 | /
CCOC(=O)[C@@H](C)N(C(=O)OC(C)(C)C)S(=O)(=O)N(Cc1ccccc1)[C@H](C(=O)OC)C(C)C | -3 | -6
CCCCOc1ccc(-c2ncc([N+](=O)[O-])cn2)cc1 | -12 | 10
CSc1ccccc1NC(=O)C(C)n1nc(-c2cccs2)ccc1=O (stereo not given) | -4 | 1
O=C1NC(=Nc2ccccc2Cl)S/C1=C/c1cc2c(cc1Br)OCO2 | 0 | 55*
Cc1ccc2[nH]c(C(=O)NC(C)C)c(N3CCCC3=O)c2c1 | -2 | -4
CC1=C(C(=O)Nc2ccccn2)C(c2ccc(Cl)cc2Cl)C2=C(CCCC2=O)N1 (stereo not given) | 1 | 0
O=C(NCC(O)(c1ccccc1)C(F)(F)F)c1ccsc1 (stereo not given) | -9 | -18
O=C(NCCc1ccccc1)[C@@H]1CC=C[C@@H]2CCN(Cc3ccc(Cl)c(Cl)c3)C(=O)[C@@H]21 | -9 | 100*
O=C(NCC1(c2ccccc2)CCOCC1)c1ccccc1[N+](=O)[O-] | -64 | -4
Cc1nc(C2CCN(C(=O)c3cccc(F)c3)CC2)sc1C(=O)N1CCCCCC1 | -4 | 12
COc1ccc(CCNC(=O)C2CC(=O)N(C3CCCC3)C2)cc1OC (stereo not given) | -4 | -10
O=C(Cn1ccc2c(=O)[nH]ccc21)Nc1ccccc1Cl | 82* | 17
CC(=O)Nc1ccc(-n2c(C)nc(=O)c(-c3ccccc3)c2C)cc1 | -4 | 1
CN(CCNC(=O)CC1CCN(C(=O)C2CCCCC2)CC1)Cc1ccccc1 | -6 | -3
CNc1nccc(N2CCC(CC(=O)N3CCN(S(C)(=O)=O)CC3)CC2)n1 | -6 | 2
Cc1nc2ccccn2c(=O)c1NC(=O)Nc1ccc(F)c(Cl)c1 | -5 | -16
CCCn1c(=N)c(C(=O)NC2CCCCC2)cc2c(=O)n3cccc(C)c3nc21 | 0 | 5
O=C1CC(Sc2nc3ccccc3s2)C(=O)N1Cc1ccccc1 (stereo not given) | -1 | 1
COc1ccc(CNC(=O)CC2CCN(C(=O)C3CCCCC3)CC2)c(OC)c1 | -7 | 19
COc1cccc(-c2cc(=O)c3ccccc3o2)c1N | -3 | /
CC1CCN(S(=O)(=O)N2CCC(C(=O)NCc3ccccc3)CC2)CC1 | -12 | -1
O=C1C(Nc2ccccc2)=CC(c2cccc(F)c2)N1c1ccccc1 (stereo not given) | -5 | -2
Cc1oc(C(C)C)nc1C(=O)NCc1ccccn1 | -30 | 27
CN(C)c1ncncc1N1CCC(C(=O)NCc2ccc3c(c2)OCO3)CC1 | -5 | -4
CCC(C)NC(=O)Nc1cccc(Cl)c1 (stereo not given) | 3 | -16
COc1ccc2[nH]cc(CCN3C(=O)C4CCCCC4C3=O)c2c1 (stereo not given) | 6 | 3
CC(C)c1ccc(NC(=O)C2CCN(S(=O)(=O)c3ccc(F)cc3)CC2)cc1 | -6 | -16
CCN(CC)Cc1c(C)[nH]c2c(C)cc(C)cc2c1=O | -5 | -3
CC(C)(C)c1ccc(OCC(=O)Nc2ccccc2C(F)(F)F)cc1 | 2 | -91
COc1cccc(N2C(=O)C3C4C=CC(C4=C4CCCC4)C3C2=O)c1 (stereo not given) | -19 | 2
COc1ccc(CNCc2cccc(Br)c2)cc1 | 2 | -15
O=C(CCN1C(=O)c2cccc([N+](=O)[O-])c2C1=O)NCC1CCCO1 (stereo not given) | 7 | -10
COc1ccc(CN(CCC2(Cc3ccccc3)CCOC(C)(C)C2)C(C)=O)cc1 (stereo not given) | 2&-5 | 12&-2
Cc1cc(C)cc(NC(=O)c2c(C)sc3c(=O)n(C4CCCCC4)cnc23)c1 | -2 | -1
COc1c(C(=O)NC(C)C)sc2cccc(F)c12 | -9 | -2
Cc1nc(C2CC(=O)OC23CCCCC3)cs1 (stereo not given) | -2 | 7
Cc1ccsc1C(O)CNC(=O)C1(c2cccs2)CCCC1 (stereo not given) | -2 | -9

A second format for part of the listing above.
Values run as follows: Pf apPOL block, mHTT-CaM PPI inh
CCN(CC)Cc1c(C)[nH]c2c(C)cc(C)cc2c1=O
 : -5, -3
CCC(C)NC(=O)Nc1cccc(Cl)c1 (stereo not given)
 : 3, -16
COc1ccc(CN(CCC2(Cc3ccccc3)CCOC(C)(C)C2)C(C)=O)cc1 (stereo not given)
 : 2&-5, 12&-2

(next part)
SMILES | Pf apPOL block | mHTT-CaM PPI inh
COc1ccccc1OC(C)C(=O)Nc1ccc(I)cc1 (stereo not given) | -6 | -7
CC(Oc1ccccc1F)C(=O)Nc1ccccc1[N+](=O)[O-] (stereo not given) | -2 | 22
CC1CCCN(C(=O)C(C)Oc2ccccc2)C1 (stereo not given) | 0 | -3
CCCSc1ccc([N+](=O)[O-])c(NC(=O)c2nn(-c3ccccc3)nc2C)c1 | -8 | /
N#Cc1c(N)nc2c(c1-c1cccnc1)CCCCCC2 | 1 | 5
O=C(NCc1ccccc1)c1ccc(NC(=O)C2CC2)cc1 | -7 | -4
Cc1ccc(N2C(=O)C3C(c4ccccc4F)OC4(C(=O)c5ccccc5C4=O)C3C2=O)cc1 (stereo not given) | -2 | 22
N=C1S/C(=C\c2ccc(F)cc2F)C(=O)N1c1ccc2c(c1)OCO2 | -3 | -3
O=C(NC1CCCC1)N1CCCC1c1nc(-c2cccc(Cl)c2)no1 (stereo not given) | -5 | -4
O=C(NCCCN1CCOCC1)c1ccc(CS(=O)(=O)Cc2ccc(Cl)cc2)o1 | -14 | -7
O=C(CN1CCN(C2c3ccccc3-c3ccccc32)CC1)Nc1ccc(F)cc1 | 3 | 46
CC(=O)Nc1cc(N2CCC(C)CC2)c([N+](=O)[O-])cc1Cl | -5 | 11
O=C(NC1CC1)c1cnc(-c2ccc(F)cc2)nc1N1CCSCC1 | -5 | 1
CN1CCN(C(=O)c2nccn2Cc2ccccc2)CC1 | -2 | 1
O=C(Nc1nc(-c2cc(Cl)sc2Cl)cs1)c1ccc([N+](=O)[O-])s1 | 2 | 28
CCOc1ccc(N(CC(=O)NCc2ccccn2)S(=O)(=O)c2ccc(Cl)cc2)cc1 | 1 | 29
Cn1ncc(Cl)c1C(=O)O | / | -2
O=C(NCc1cccnc1)c1ccn2c(-c3ccccc3Br)nnc2c1 | 2 | 2
CSc1ccc(CNC(=O)c2nnn3c2COC(c2ccc(Cl)cc2)C3)cc1 (stereo not given) | 1 | 10
CCOc1ccc(N(CC(=O)Nc2ccc(I)cc2)S(C)(=O)=O)cc1 | 1 | 3

The final four entries of the section above come first, to join the parts.
SMILES | Pf apPOL block | mHTT-CaM PPI inh
Cn1ncc(Cl)c1C(=O)O | / | -2
O=C(NCc1cccnc1)c1ccn2c(-c3ccccc3Br)nnc2c1 | 2 | 2
CSc1ccc(CNC(=O)c2nnn3c2COC(c2ccc(Cl)cc2)C3)cc1 (stereo not given) | 1 | 10
CCOc1ccc(N(CC(=O)Nc2ccc(I)cc2)S(C)(=O)=O)cc1 | 1 | 3
CCc1noc(-c2cccn2Cc2cccc(C#N)c2)n1 | 2 | -44
O=C1N=C(N2CCOCC2)SC1=C1CCCCC1 | 1 | 0
CC(=O)N1N=C(C)CC1c1ccc(O)cc1 (stereo not given) | 1 | -6
CC1=CC(C)(C)N(C(=O)CSc2ncccn2)c2ccc(C)cc21 | -2 | 4
COc1ccc(S(=O)(=O)Nc2cc(C)on2)cc1 | -3 | -11
O=C(NCC1CN(c2ccc(F)cc2)C(=O)O1)c1cc(Cl)ccc1Cl (stereo not given) | 3 | -1
Cc1cccc(NC(=O)c2cnn3c(C(F)(F)F)cc(-c4ccco4)nc23)c1C | 0 | 1
Cc1cc(C)nc(SC2CC(=O)N(c3ccc(Br)cc3)C2=O)n1 (stereo not given) | -2 | 5
CN(C)C(=NS(=O)(=O)c1ccc(F)cc1)c1ccccc1 | -7 | -1
Cc1cc(C)cc(C(=O)Nc2c3c(nn2-c2cccc(Cl)c2)CS(=O)(=O)C3)c1 | -5 | -4
COCCCNC(=O)C1CCCN(c2ncc(-c3cccc(F)c3)cn2)C1 (stereo not given) | -4 | -8
CCn1c(C2CCN(C(=O)c3ccc(C)cc3)C2)nc2cccnc21 (stereo not given) | -10 | -2
CCc1nccn1Cc1noc(-c2ccc(Cl)cc2)n1 | -3 | 5
CCc1onc(C)c1C1CCCN1C(=O)Cc1ccccc1F (stereo not given) | -2 | -3
NC(=O)c1cc2cc([N+](=O)[O-])ccc2oc1=Nc1cccc(C(F)(F)F)c1 | 1 | -4
Cc1ccccc1C(=O)Nc1cccc(-c2nnc(-c3ccccc3)o2)c1 | 1 | 0
Cc1ccnc(NS(=O)(=O)c2ccc(NC(=O)c3cccc([N+](=O)[O-])c3)cc2)n1 | -3 | 12
O=C(O)c1cc(S(=O)(=O)N(CCO)CCO)ccc1Cl | -6 | 1
CSc1nc(C)cc(Oc2ccc(=O)[nH]n2)n1 | -4 | -6
CC(C)COc1ccc(C(=O)Nc2cccc([N+](=O)[O-])c2)cc1 | -9 | 0

Reprinted from the part before: seven entries, followed by the next part.
SMILES | Pf apPOL block | mHTT-CaM PPI inh
CCc1onc(C)c1C1CCCN1C(=O)Cc1ccccc1F (stereo not given) | -2 | -3
NC(=O)c1cc2cc([N+](=O)[O-])ccc2oc1=Nc1cccc(C(F)(F)F)c1 | 1 | -4
Cc1ccccc1C(=O)Nc1cccc(-c2nnc(-c3ccccc3)o2)c1 | 1 | 0
Cc1ccnc(NS(=O)(=O)c2ccc(NC(=O)c3cccc([N+](=O)[O-])c3)cc2)n1 | -3 | 12
O=C(O)c1cc(S(=O)(=O)N(CCO)CCO)ccc1Cl | -6 | 1
CSc1nc(C)cc(Oc2ccc(=O)[nH]n2)n1 | -4 | -6
CC(C)COc1ccc(C(=O)Nc2cccc([N+](=O)[O-])c2)cc1 | -9 | 0
Cc1ccc(-c2nnc3n2N=C(c2ccc(O)c(O)c2)CS3)cc1 | -3 | 18
CS(=O)(=O)N1CCc2ccc(NC(=O)Nc3ccc(Br)cc3)cc21 | -1 | -8
CCCOc1ccc(C(=O)Nc2ccc(C)cc2)cc1 | -4 | -4
Cc1ccc(CNC(=O)C2CCCN(c3nn4c(=O)c5c(nc4s3)CCCC5)C2)cc1 (stereo not given) | -5 | 6
CC(C)n1cc(C2=CCN(C(=O)Nc3ccc(Cl)cc3)CC2)c2cccnc21 | -7 | 19
Cc1cccc(C(=O)NC(N2CCCCC2)C(Cl)(Cl)Cl)c1 (stereo not given) | 2 | -8
O=C(Nc1cnc(N2CCCC2)nc1)c1ccccc1Cl | 0 | -2
COc1cc(C)ccc1OCCOc1c(OC)cccc1OC | -3 | -10
CCOC(=O)N1CCN(c2ncnc3c2cnn3-c2cc(Cl)ccc2C)CC1 | -7 | -17
Cc1[nH]nc2c1C(c1ccccc1F)C1=C(CC(C)(C)CC1=O)N2 (stereo not given) | 0 | -2
COc1cccc(CNC(=O)C2(C)CCCN(C(=O)Nc3cc(C)ccc3C)C2)c1 (stereo not given) | -5 | 12
Cc1ccc(F)cc1NS(=O)(=O)c1c[nH]c2ncccc12 | 5 | -3
O=C1c2ccccc2C(=O)c2c1oc1c3c(ccc21)OCN(CCC1=CCCCC1)C3 | -1 | 79*
CCOC1(NC(=O)c2ccc(C)cc2)C(C)=CC(=O)C=C1C | -5 | -4
O=C(NCCc1csc2nc(-c3cccs3)nn12)c1c(F)cccc1Cl | -1 | -2
O=C(Cc1ncon1)Nc1ccc(F)c(Cl)c1 | 4 | /
CC(=O)Nc1ccc(NS(=O)(=O)c2ccccc2C)cc1 | -1 | -17
Cc1ccc2nc(/C(C#N)=C/c3cc4c(cc3Br)OCO4)[nH]c2c1 | -2 | 4
Cc1cccc2sc(NC(=O)Cc3nn(C)c(=O)c4ccccc34)nc12 | -4 | -3
Cn1c(C(=O)c2ccccc2)nc2ccccc21 | -5 | -9
O=C(CCC1CCN(c2cc(NC3CC3)ncn2)CC1)NCCc1ccccn1 | -6 | 0
O=S(=O)(NCC1CCN(Cc2ccco2)CC1)c1ccc2c(c1)CCCC2 | -12 | -7
Cc1c([N+](=O)[O-])c([N+](=O)[O-])nn1CC(=O)Nc1ccc(Cl)cc1Cl | 1 | 10
N#Cc1ccc(N2C(=O)C3C4C=CC(CC4)C3C2=O)cc1 (stereo not given) | 0 | 2
CC1CCN(C(=O)c2ccccc2N2CCC(NC(=O)C(C)(C)C)CC2)CC1 | -55 | 19
O=C(Nc1cccc(C(F)(F)F)c1)c1ncn[nH]1 | 10 | 1
COc1cccc(-c2nnc(-c3cc4cc(Cl)ccc4oc3=O)o2)c1 | -3 | 0
O=C1CC(NS(=O)(=O)c2ccc3ccccc3c2)CN1 (stereo not given) | -1 | -8
CCOc1ccc(/C=C2/N=C(c3ccccc3OC)OC2=O)cc1OCC | 16 | 23
Cc1ccc(S(=O)(=O)N=C(Nc2ccccn2)c2ccccc2)cc1 | 4 | -1
CS(=O)(=O)NCc1c(Cl)cccc1Sc1ccc(Cl)cc1 | -30 | /
CC1=CC(=O)OC1Cc1ccc2ccccc2n1 (stereo not given) | -10 | /
Fc1ccc(C2C=C(c3cccc(Br)c3)Nc3nnnn32)cc1 (stereo not given) | -5 | -1
Cc1ccc(C(=O)N2CCC(c3nc(C(=O)N(C)C)c(C)o3)CC2)s1 | -4 | -3
COc1ccc(CCN=C2SCC(=O)N2Cc2ccccc2)cc1OC | 45 | -4
Cc1[nH]nc2c1C(c1cc(F)ccc1F)CC(=O)N2 (stereo not given) | -7 | -2
COc1ccc(-c2nc3cccnc3n2C2CCN(C(=O)NCc3ccco3)C2)cc1 (stereo not given) | -7 | 45
O=C(CSc1nc2[nH]ncc2c(=O)n1-c1ccccc1)c1ccc(Cl)c(Cl)c1 | -9 | 48
COc1cccc(C(=O)N2N=C(c3ccc(Cl)cc3)CC2(O)C(F)(F)F)c1 (stereo not given) | 1 | 44
CC(NC(=O)c1ccc(=O)[nH]c1)c1ccccc1 (stereo not given) | 1 | -5
O=C(Nc1cccc(Cl)c1Cl)c1ccc([N+](=O)[O-])cc1 | -10 | 4
